SW480 rerep: inducers of DNA re-replication in SW480 colon cancer cells; Potency, µM (series often up to 46.1 µM), for inactives: at the top dose re-replication activation, actives largely listed as activators; SW480 DNA re-replication, Hoechst DNA content imaging, 48 h; actives 1.8% (n = 340,000); AID 624297; note: potency is the fitted concentration of half-maximal effect; % of control where 0% means no effect; nearly all actives have a fitted effect of over 55% in size
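Quantitative HTS format with DMSO vehicle controls; 48 hr drug incubation at 37 C, then 40 min Hoechst staining and scanning imager measurement at 405 nm excitation.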
HT1080-NT tox: kills 2HG-producing HT-1080-NT fibrosarcoma cells; HT-1080-NT fibrosarcoma viability, CellTiter-Glo ATP luminescence, 48 h; Potency, µM (top dose mostly 46.1 µM), without a hit: at the highest dose activity, negative = less viability, usual class: cytotoxic; actives 1.6% (n = 360,000);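 note: NT is the 2HG producing partner of a matched IDH1 knockdown line; potency is the fitted concentration of half-maximal effect; 0% = DMSO-treated cells and -100% = media-only wells without cells; nearly all actives have a fitted effect of over 55% in size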
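Viability by CellTiter-Glo luminescence after 48 h compound exposure at 37C of HT-1080-NT cells (750/well, RPMI, 5% FBS). % activity scaled between DMSO wells and medium-only wells, then curve-fitted and categorized by curve class.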
KB-V1 MDR tox: kills drug-selected multidrug resistant KB-V1 cells; KB-V1 MDR cells viability, CellTiter-Glo, 72 h; Potency, µM (highest dose often 46.1 µM), for inactives: at the highest dose activity change, negative = cytotoxicity, usual class: cytotoxic; AID 1347076; actives 3.4% (n = 400,000); note: potency is the fitted concentration of half-maximal effect; % is set by controls: 0 for no effect and ±100 for the full control effect; nearly all actives have a fitted effect of over 60% in size
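Cytotoxicity via CellTiter-Glo luminescence after 72 h compound exposure at 37 degrees C. Cells: drug-selected KB-V1 line, DMEM phenol-red free plus 10% FBS. Compounds tested at multiple concentrations; normalized data fitted to concentration-effect curves.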
MCF10A rereplic: inducers of DNA re-replication in MCF 10A breast cells. MCF 10A DNA re-replication, Hoechst nuclear intensity, 48 h. AID 624296. Potency, µM (top dose mostly 46.1 µM), without a hit: at the top dose activity, positive = re-replication, hits mostly activators. actives 2.9% (n = 350,000); note: potency is the fitted concentration of half-maximal effect; % of control where 0% means no effect; nearly all actives have a fitted effect of over 50% in size
HT1080 IDH1KD tx: toxicity to HT-1080 IDH1 knockdown cells (counter line) | HT-1080 IDH1 knockdown viability, ATP luminescence, 48 h | Potency, µM (top dose mostly 46.1 µM), for the others: at the highest dose activity, negative = toxicity, hits mostly cytotoxic | actives 2% (n = 360,000) | AID 686971;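 note: potency is the fitted concentration of half-maximal effect; 0% = DMSO wells and -100% = cell-free medium wells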
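Luminescent ATP read-out (CellTiter-Glo, 10 min at room temperature) after 48 h compound exposure at 37 °C gave viability of IDH1-knockdown HT-1080 cells. Activity was normalised to DMSO and cell-free wells, then fitted as concentration-response curves.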
HEK293 tox: cytotoxic in the GLP-1 receptor inverse agonist counter-screen; actives 0.13% (n = 410,000); HEK293 cAMP-luciferase reporter cells, luminescence, 24 h; Potency, µM (highest dose often 38.3 µM), for the others: at the top dose activity change, negative = inhibition, actives largely listed as inhibitors;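 note: loss of luciferase light is scored as toxicity; potency is the fitted concentration of half-maximal effect; % is set by controls: 0 for no effect and ±100 for the full control effect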
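Seeding density was 200 cells/uL; after overnight-length (12 h) culture, 23 nL compounds went on for 24 h at 37 °C. Readout used a luciferase detection reagent, luminescence taken after 12 min at room temperature.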
IL1B secr inh: blocks inflammasome-driven IL-1 beta release | activity change, % at 57.5 µM | THP-1 LPS/ATP IL-1B secretion, AlphaLISA, 16 h; stronger effect = lower value | actives 4.7% (n = 360,000) | AID 743279; in the data active = activity change below about -50%; inconclusive = mostly about -30% to -49%; note: % is set by controls: 0 for no effect and ±100 for the full control effect
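Secreted IL-1B measured by AlphaLISA bead assay after 16 h compound exposure of THP-1 cells; compounds (final up to 57.5 uM) added 1 h before LPS (250 ng/mL) and ATP (1.25 mM) stimulation; lower signal means less secretion.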
KB-3-1 tox: KB-3-1 parental cell cytotoxicity. KB-3-1 viability, CellTiter-Glo ATP luminescence, 72 h. Potency, µM (titrated, usually from 46.1 µM), without a hit: top-dose activity change, negative = cytotoxic, usual class: cytotoxic. actives 1.4% (n = 400,000). AID 1347075; note: potency is the fitted concentration of half-maximal effect; % is set by controls: 0 for no effect and ±100 for the full control effect; nearly all actives have a fitted effect of over 60% in size
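Viability of parental KB-3-1 cells, measured by CellTiter-Glo luminescence, followed a 72 h incubation at 37 °C with pinned compounds in phenol-red-free DMEM containing 10% FBS.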
DRD3 agonist: agonists of human D3 dopamine receptor; P35462; actives 0.58% (n = 410,000); max activation, %; D3R DiscoveRx beta-arrestin cells, luminescence, 90 min; in the data active = max activation above about 30%; note: 0% is about no effect; mostly tested at two doses, the higher about 12 µM
Target sequence (P35462 whole entry, looked up): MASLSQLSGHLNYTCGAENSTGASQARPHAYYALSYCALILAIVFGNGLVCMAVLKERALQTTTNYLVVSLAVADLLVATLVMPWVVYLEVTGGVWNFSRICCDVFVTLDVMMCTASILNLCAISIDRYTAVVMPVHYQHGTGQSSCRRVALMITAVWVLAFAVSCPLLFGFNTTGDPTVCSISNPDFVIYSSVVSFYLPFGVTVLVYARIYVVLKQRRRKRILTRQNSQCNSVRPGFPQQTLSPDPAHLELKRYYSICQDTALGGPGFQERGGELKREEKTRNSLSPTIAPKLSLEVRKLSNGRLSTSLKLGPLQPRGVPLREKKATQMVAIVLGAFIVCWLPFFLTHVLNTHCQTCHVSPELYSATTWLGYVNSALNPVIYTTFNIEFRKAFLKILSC
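Agonist-mode cell screen: cells plated at 1500/well and incubated overnight at 37 °C, then exposed to library compounds for 90 min at 37 °C. Detection reagent was added for 30–60 min at room temperature, and luminescence was read.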
* hit, by the source's call; ? = inconclusive; / = not tested or not shown; [ ] = dose if it differs, or a comment. Unless noted, calls come from the whole dose curve; as a rule, active = well fitted curve in the direction sought with a large enough effect; inconclusive = small, poorly fitted or top-dose-only effect, or another doubt; inactive = no such curve, though single readings can be large; an effect the other way counts as inactive or inconclusive.

SMILES	SW480 rerep	HT1080-NT tox	KB-V1 MDR tox	MCF10A rereplic	HT1080 IDH1KD tx	HEK293 tox	IL1B secr inh	KB-3-1 tox	DRD3 agonist
CC(NC(=O)CCc1nnc(Cc2cccc(C(F)(F)F)c2)o1)C1CC1 (stereo not drawn)	-81%[inhibitor][1.84 µM]	1%	15%	-19%	2%	6%	-9	8%	-5
CN(C(=O)COC(=O)c1ccc2ccccc2n1)C1CCS(=O)(=O)C1 (stereo not drawn)	-25%	3%	6%	11%	5%	0%	57	23%	5
O=C(c1cn(-c2ccccc2)nc1-c1ccc(Br)cc1)N1CCOCC1	23µM*	2%	?	5%	14%	-23%	24	20%	-2
Cc1ccc(NC(=O)c2cnn(-c3ccccc3)c2NC(=O)c2ccco2)cc1C	-2%	-1%	-4%	0%	-2%	-1%	3	3%	5
O=C(O)C1CC=CCC1C(=O)NCc1ccc(Cl)c(Cl)c1 (stereo not drawn)	?	7%	-3%	0%	5%	0%	17	-1%	18
Cc1ncsc1CCOC(=O)c1ccc(N2CCOCC2)c([N+](=O)[O-])c1	-39%	1%	18%	-4%	-2%	-2%	23	17%	1
CCCC1CCc2c(sc(NC(=O)c3cccs3)c2C(N)=O)C1 (stereo not drawn)	?	12%	3%	?	2%	4%	8	3%	20
COc1ccc(OCc2cc(C(=O)N(C)CCC3CCOCC3)no2)c(Cl)c1	-15%	4%	-23%	13%	-5%	7%	0	3%	1
CC(C)c1c(C(=O)N/N=C/c2ccccc2C(=O)O)nnn1-c1nonc1N	19%	0%	?	-2%	-3%	-2%	30	-6%	0
CC(Sc1nnnn1C)C(=O)Nc1ccc2c(c1)OCCO2 (stereo not drawn)	-1%	25%	-9%	-1%	29%	-2%	13	-1%	18
O=C(c1ccccn1)N(Cc1ccco1)C1(C(=O)NC2CCCCC2)CCCCC1	5%	1%	9.2µM*	7%	1%	-8%	-12	2%	-1
O=C(NCC(c1cccs1)S(=O)(=O)c1cccs1)c1c(F)cccc1F (stereo not drawn)	/	/	-6%	/	/	-7%	/	0%	-4
O=C(Nc1ccc(F)cc1)Nc1nnc(-c2ccco2)s1	-4%	14%	2%	0%	27%	6%	-12	-4%	6
O=C(COC(=O)/C=C/c1ccccc1[N+](=O)[O-])NC1CCS(=O)(=O)C1 (stereo not drawn)	-14%	12%	3%	1%	1%	14%	-11	1%	6
O=C(N/N=C\c1cccs1)c1sccc1-n1cccc1	-14%	3%	11%	7%	1%	1%	7	9%	3

Fetched by structure from the list above, 2 records:
SMILES	SW480 rerep	HT1080-NT tox	KB-V1 MDR tox	MCF10A rereplic	HT1080 IDH1KD tx	HEK293 tox	IL1B secr inh	KB-3-1 tox	DRD3 agonist
CC(Sc1nnnn1C)C(=O)Nc1ccc2c(c1)OCCO2 (stereo not drawn)	-1%	25%	-9%	-1%	29%	-2%	13	-1%	18
O=C(O)C1CC=CCC1C(=O)NCc1ccc(Cl)c(Cl)c1 (stereo not drawn)	?	7%	-3%	0%	5%	0%	17	-1%	18

In another format: 11 of the compounds above
Second line of a record – SW480 rerep | HT1080-NT tox | KB-V1 MDR tox | MCF10A rereplic | HT1080 IDH1KD tx | HEK293 tox | IL1B secr inh | KB-3-1 tox | DRD3 agonist
- CC(NC(=O)CCc1nnc(Cc2cccc(C(F)(F)F)c2)o1)C1CC1 (stereo not drawn)
 : -81%[inhibitor][1.84 µM] | 1% | 15% | -19% | 2% | 6% | -9 | 8% | -5
- CN(C(=O)COC(=O)c1ccc2ccccc2n1)C1CCS(=O)(=O)C1 (stereo not drawn)
 : -25% | 3% | 6% | 11% | 5% | 0% | 57 | 23% | 5
- O=C(c1cn(-c2ccccc2)nc1-c1ccc(Br)cc1)N1CCOCC1
 : 23µM* | 2% | ? | 5% | 14% | -23% | 24 | 20% | -2
- Cc1ccc(NC(=O)c2cnn(-c3ccccc3)c2NC(=O)c2ccco2)cc1C
 : -2% | -1% | -4% | 0% | -2% | -1% | 3 | 3% | 5
- O=C(O)C1CC=CCC1C(=O)NCc1ccc(Cl)c(Cl)c1 (stereo not drawn)
 : ? | 7% | -3% | 0% | 5% | 0% | 17 | -1% | 18
- Cc1ncsc1CCOC(=O)c1ccc(N2CCOCC2)c([N+](=O)[O-])c1
 : -39% | 1% | 18% | -4% | -2% | -2% | 23 | 17% | 1
- CCCC1CCc2c(sc(NC(=O)c3cccs3)c2C(N)=O)C1 (stereo not drawn)
 : ? | 12% | 3% | ? | 2% | 4% | 8 | 3% | 20
- COc1ccc(OCc2cc(C(=O)N(C)CCC3CCOCC3)no2)c(Cl)c1
 : -15% | 4% | -23% | 13% | -5% | 7% | 0 | 3% | 1
- CC(C)c1c(C(=O)N/N=C/c2ccccc2C(=O)O)nnn1-c1nonc1N
 : 19% | 0% | ? | -2% | -3% | -2% | 30 | -6% | 0
- CC(Sc1nnnn1C)C(=O)Nc1ccc2c(c1)OCCO2 (stereo not drawn)
 : -1% | 25% | -9% | -1% | 29% | -2% | 13 | -1% | 18
- O=C(c1ccccn1)N(Cc1ccco1)C1(C(=O)NC2CCCCC2)CCCCC1
 : 5% | 1% | 9.2µM* | 7% | 1% | -8% | -12 | 2% | -1

(listing goes on)
SMILES	SW480 rerep	HT1080-NT tox	KB-V1 MDR tox	MCF10A rereplic	HT1080 IDH1KD tx	HEK293 tox	IL1B secr inh	KB-3-1 tox	DRD3 agonist
CCC(=O)Nc1ccc(-c2ccc(NC(=O)CC)c(OC)c2)cc1OC	?	?	-15%	-2%	?	0%	-21	-6%	0
O=C(COc1ccc(F)cc1Cl)NC1CCCCCC1	-14%	-2%	0%	7%	-1%	5%	3	-14%	-2
C=CCOc1ccc(S(C)(=O)=O)cc1	-5%	4%	-3%	0%	0%	6%	0	2%	3
O=C(c1cc(Cl)cc(Cl)c1)N1CCC(=O)N(C(COCc2ccccc2)Cc2ccccc2)CC1 (stereo not drawn)	?	-12%	0%	?	-24%	-44%	-74*	-54%	-18
C[C@]12CC[C@@H]3c4ccc(O)cc4CC[C@H]3[C@@H]1C[C@@H](O)[C@@H]2O[C@@H]1O[C@H](C(=O)O)[C@@H](O)[C@H](O)[C@H]1O	-6%	23%	6%	-1%	11%	5%	11	0%	6
Cc1ccc(-c2nc3ccc(Br)cn3c2Cc2cccc(F)c2)cc1	/	?	?	/	?	2%	-25	-16%	7
Cc1cn([C@H]2C[C@H](O)[C@@H](CCC(=O)NCCc3c[nH]c4ccccc34)O2)c(=O)[nH]c1=O	-3%	5%	18%	16%	0%	-6%	24	5%	9
CCOc1ccc(NC(=O)CN(C)C(=O)/C=C/c2ccco2)cc1OCC	6%	9%	0%	-2%	0%	1%	-6	18%	-4
CCCCN1C(N)=NC[C@@H]1c1ccccc1	-16%	-2%	-12%	34%	-6%	7%	-12	-11%	2
Cc1cccc(CN2CCc3c([nH]c4ccccc34)C2C(C)(C)C)n1 (stereo not drawn)	-3%	-19%	20%	-3%	-14%	-5%	0	20%	-1
O=S(=O)(CCN1CCSCC1)c1ccccc1	-14%	-2%	7%	2%	0%	-17%	-21	7%	1
COc1ccc(CCNC(=O)Cn2cccc2C(=O)c2ccccc2C)cc1OC	10%	1%	0%	7%	-6%	8%	-13	-12%	3
CCOc1ccc(-c2cc3c(=O)n(Cc4nc(-c5ccc(OC)cc5OC)oc4C)ccn3n2)cc1Cl	/	/	-1%	/	/	0%	/	-27%	-9
O=C(CN1NS(=O)(=O)c2ccccc2C1=O)Nc1ccccc1OC(F)F	-5%	-3%	-24%	1%	1%	4%	12	15%	-21
COc1ccccc1OCC(=O)N1CCNC1=O	-16%	21%	?	-4%	6%	-29%	2	19%	-4
CCOC(=O)C1=C(COC(=O)c2ccc(OC)c(OC)c2OC)NC(=O)NC1C (stereo not drawn)	3%	-2%	?	1%	-4%	3%	-6	21%	0
O=C1CC(C(F)(F)C(F)(F)C(F)(F)F)=Nc2ccccc2N1	-4%	7%	4%	17%	11%	-2%	-22	?	8
CCOC(=O)N1CCC(N(CCN(C)C)C(=S)Nc2ccc(F)c(Cl)c2)CC1	-8%	-4%	-2%	-2%	-2%	5%	5	-7%	-2
Cc1cc(=O)[nH]c(-n2nc(C)cc2C)n1	-4%	-23%	-9%	4%	?	-3%	16	-16%	-20
O=C1[C@@H]2[C@H](C(=O)N1O)[C@H]1C=C[C@@H]2C1	-3%[9.22 µM]	9%	-1%	16%	8%	21%	8	7%	2
O=C(NCc1ccco1)c1cc(-c2ccccc2)c(N2CCOCC2)s1	4%	-7%	0%	27%	-10%	-5%	-14	9%	-1
CCC(C)OC(=O)c1[nH]c2c(c1C)C(=O)CC(c1ccc(N(C)C)cc1)C2 (stereo not drawn)	?	?	?	?	23µM*	-21%	8	?	5
CSc1nnc(NC(=O)c2cc(=O)c3cc(C)cc(C)c3o2)s1	1%	23%	24%	11%	18%	0%	9	-2%	-1
c1cncc(-c2nnc3n2CCC3)c1	-6%	13%	3%	2%	18%	-16%	4	1%	1
CC(C)c1cc(CN2C(C)COCC2C)cc(C(C)C)c1O (stereo not drawn)	-3%	1%	16µM*	2%	0%	-1%	-18	?	-25
